Assay outcomes as filed in PubChem.
ABHD5 PLIN5 PPI – inhibitors of human ABHD5-perilipin-5 interaction. Q00G26+Q8WTS1. Split G. princeps luciferase complementation, luminescence, 4 h. inhibition, % at 4 µM. hit rate 0.78% among 360,000;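 active means inhibition above the mean inhibition across every tested compound plus 3 SD, cut at about 22% in these data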;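 further: 0% = DMSO only wells and the 100% control is not disclosed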
MC4R barr agon – agonists of human melanocortin 4 receptor (MC4R) beta-arrestin; P32245; U2OS MC4R beta-arrestin complementation, luminescence; percent of melanotan II response, DMSO zero; activation, % at 8.9 µM; hit rate 0.98% among 360,000; AID 540308;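 active means activation above a per-plate cutoff, the mean activation of sample wells on that plate plus 3 SD, cut at about 8% in these data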
MC4R antagonist – human MC4R antagonism in cAMP assay. P32245. MC4R-expressing cells, MTII-stimulated cAMP, LANCE TR-FRET. inhibition, % at 6.5 µM. hit rate 0.48% among 360,000. AID 540295;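 active means inhibition above its plate's cutoff, the mean of tested wells on that plate plus 3 SD, cut at about 29% in these data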;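 further: 0% = Melanotan II alone and 100% = Melanotan II plus saturating MCL0020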
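Test system: U2OS cells stably expressing human melanocortin 4 receptor (MC4R); also added: Melanotan II challenge; compound: 6.5 µM single dose; timing: 30-min compound preincubation, 1-h Melanotan II challenge, 1-h detection, room temperature; signal: Eu-cAMP/anti-cAMP TR-FRET, emission 671 nm; repeats: one well per compound, no replicates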
COUP-TFII inh – blocks human COUP-TFII nuclear receptor | HEK293T NGFI-A luciferase reporter, luminescence | inhibition, % at 8.6 µM | hit rate 0.7% among 370,000;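 active means inhibition above a per-plate cutoff, mean inhibition of test wells between control levels plus 3 SD, cut at about 38% in these data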;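 further: cells cotransfected with COUP-TFII expression vector driving the NGFI-A reporter; 0% = median of COUP-TF2 test wells and 100% = reporter-only cells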
TLR9-MyD88 block – inhibitors of human TLR9-MyD88 binding; AID 504734; inhibition, % at 4.98 µM; hit rate 0.21% among 340,000; CHO BLA complementation TLR9-MyD88, CCF4 FRET ratio; Q9NR96+Q99836;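 active means inhibition above the mean over all tested compounds plus 3 SD, cut at about 21% in these data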;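 further: 0% = DMSO only wells and 100% = clavulanate BLA inhibitor control wells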
SRC3 inh – inhibitors of human steroid receptor coactivator 3 (SRC3). Q9Y6Q9. HEK293 GAL4-SRC3 luciferase reporter, luminescence. inhibition, % at 3.6 µM. hit rate 0.17% among 360,000. AID 588352;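 active means inhibition above a per-campaign cutoff, the mean of all compounds plus 3 SD, cut at about 60% in these data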;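 further: 0% = DMSO-treated cells and 100% = gossypol-treated cells at 36 µM; higher means less SRC3-driven luciferase light from the GAL4 reporter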
SRC2 inh – human SRC2 (NCOA2) inhibition. hit rate 0.17% among 370,000. HEK293 GAL4-SRC2 luciferase reporter, luminescence. inhibition, % at 9 µM;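 active means inhibition above the mean inhibition of all tested compounds plus 3 SD, set per campaign, cut at about 52% in these data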;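 further: 0% = DMSO treated cells and 100% = cells given Gossypol at 36 µM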
Target sequence (Q15596 whole entry, looked up, the tested form may be a part): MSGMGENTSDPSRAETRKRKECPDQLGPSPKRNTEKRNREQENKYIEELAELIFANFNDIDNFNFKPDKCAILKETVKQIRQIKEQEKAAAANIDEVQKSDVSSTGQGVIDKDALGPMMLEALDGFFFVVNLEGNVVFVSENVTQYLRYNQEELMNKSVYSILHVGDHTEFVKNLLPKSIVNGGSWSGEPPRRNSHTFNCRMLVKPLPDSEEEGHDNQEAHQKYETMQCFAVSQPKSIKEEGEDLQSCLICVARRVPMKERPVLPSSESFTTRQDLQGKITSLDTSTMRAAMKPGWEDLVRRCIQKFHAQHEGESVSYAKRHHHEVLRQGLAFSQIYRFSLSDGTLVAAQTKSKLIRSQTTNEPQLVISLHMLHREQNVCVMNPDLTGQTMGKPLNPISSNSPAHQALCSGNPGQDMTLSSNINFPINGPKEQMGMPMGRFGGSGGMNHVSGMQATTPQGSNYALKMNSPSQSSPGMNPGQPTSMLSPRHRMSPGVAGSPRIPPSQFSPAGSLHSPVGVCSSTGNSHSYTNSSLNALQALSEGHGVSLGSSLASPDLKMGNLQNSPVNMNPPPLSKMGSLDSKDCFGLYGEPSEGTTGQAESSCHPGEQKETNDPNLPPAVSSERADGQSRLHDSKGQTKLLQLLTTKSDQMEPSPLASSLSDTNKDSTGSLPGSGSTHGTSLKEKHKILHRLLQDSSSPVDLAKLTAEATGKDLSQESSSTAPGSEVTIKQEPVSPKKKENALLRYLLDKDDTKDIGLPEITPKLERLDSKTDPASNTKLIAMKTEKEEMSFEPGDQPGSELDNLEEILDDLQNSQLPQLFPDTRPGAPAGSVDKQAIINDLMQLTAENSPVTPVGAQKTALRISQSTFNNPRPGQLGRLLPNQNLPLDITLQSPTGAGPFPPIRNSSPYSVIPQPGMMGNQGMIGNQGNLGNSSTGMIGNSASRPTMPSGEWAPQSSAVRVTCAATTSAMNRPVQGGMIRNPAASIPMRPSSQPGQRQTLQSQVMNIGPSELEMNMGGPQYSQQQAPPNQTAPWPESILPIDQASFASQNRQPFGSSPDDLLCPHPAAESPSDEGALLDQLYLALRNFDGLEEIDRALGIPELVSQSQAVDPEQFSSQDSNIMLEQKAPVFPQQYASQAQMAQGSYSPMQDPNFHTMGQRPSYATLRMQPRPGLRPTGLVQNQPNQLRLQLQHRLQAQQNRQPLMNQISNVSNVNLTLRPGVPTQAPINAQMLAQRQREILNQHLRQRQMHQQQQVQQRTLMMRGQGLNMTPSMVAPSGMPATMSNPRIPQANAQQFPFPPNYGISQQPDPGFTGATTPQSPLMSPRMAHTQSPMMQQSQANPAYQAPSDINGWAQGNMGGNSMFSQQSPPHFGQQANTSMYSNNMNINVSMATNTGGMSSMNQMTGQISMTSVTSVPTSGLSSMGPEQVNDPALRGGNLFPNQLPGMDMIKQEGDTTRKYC
NOD2 RIPK2 PPI – inhibitors of human NOD2-RIPK2 interaction; hit rate 0.38% among 360,000; O43353; CHO BLA complementation NOD2-RIPK2, CCF4 ratio; inhibition, % at 4.98 µM; AID 624267; in the data active means inhibition above about 21%;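 further: 0% = vehicle only and 100% = reference blocker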
LMP1 NFkB inh – inhibitors of Epstein-Barr LMP1-induced NF-kappaB reporter. LMP1-induced NF-kappaB luciferase reporter cells, luminescence. inhibition, % at 12.5 µM. hit rate 0.69% among 350,000. AID 504558; in the data active means inhibition above about 41%;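 further: 0% = neutral control wells and 100% = reference inhibitor control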
LRH-1 inv ag – suppresses constitutive activity of human LRH-1; hit rate 0.13% among 360,000; O00482; HEK293T StAR-luciferase reporter, LRH-1 transfected, 24 h; inhibition, % at 3.6 µM;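 active means inhibition above the mean inhibition of all tested compounds plus 3 SD, cut at about 73% in these data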;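 further: 0% = DMSO wells and 100% = reporter-only cells lacking LRH-1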
NCOA1 inh – human NCOA1 inhibition | Q15788 | HEK293 GAL4-SRC1 luciferase reporter, luminescence | inhibition, % at 3.6 µM | hit rate 0.12% among 360,000 | AID 588354;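 active means inhibition above the campaign mean plus 3 SD, with each screening campaign given its own cutoff, cut at about 60% in these data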;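 further: 0% = DMSO treated cells and 100% = gossypol at 36 µM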
Starred values were filed as active, the others as inactive; · = not tested or not shown. Some of the compounds tested; the hit share may differ from the screen's.

nr	molecule	ABHD5 PLIN5 PPI	MC4R barr agon	MC4R antagonist	COUP-TFII inh	TLR9-MyD88 block	SRC3 inh	SRC2 inh	NOD2 RIPK2 PPI	LMP1 NFkB inh	LRH-1 inv ag	NCOA1 inh
1	Cc1noc(C)c1COc1ccc2ccc(=O)oc2c1	2	1.7	-2	-22	4	2	-4	2	-6	21	2
2	CC(=O)Nc1ccc(-c2ccnc3c2CC(C(=O)Nc2ccc(Cl)c(C(F)(F)F)c2)O3)cc1 (stereo not given)	-1	-0.3	9	0	·	0	-4	10	·	-6	10
3	COCCOC(=O)c1c(NC(=O)CN(C)c2ccccc2)sc(C(N)=O)c1C	-5	-1.2	7	0	-5	13	-18	-3	6	-9	19
4	COc1ccc(-c2cc(C(=O)c3c(N)n(C)c(=O)n(C)c3=O)c3ccccc3n2)cc1	-1	1.7	22	-27	-2	-38	-45	-9	12	-54	-73
5	CCCCCOc1ccc(C(=O)OC(C)C(=O)NCc2ccco2)cc1 (stereo not given)	0	-1.5	1	0	-14	-22	-42	6	1	-11	-19
6	Cc1ccccc1OCC(=O)OCC(=O)Nc1ccc(N2CCOCC2)cc1	0	1.1	5	-17	-14	3	-4	7	-11	-9	2
7	O=C1OCCN1C(=O)[C@H]1[C@H](c2ccc(Cl)cc2)C(c2cccc(Cl)c2)=NN1c1ccccc1	-4	2.3	10	·	13	-32	·	15	-13	-15	3
8	NS(=O)(=O)c1ccc(NCc2ccccc2OCc2ccc(F)cc2)cc1	-10	4.4	5	8	-1	11	3	-3	5	-1	-14
9	CCC(Oc1ccc(C)cc1)C(=O)Nc1ccc(S(=O)(=O)Nc2cc(C)on2)cc1 (stereo not given)	2	-1.1	16	-15	4	8	22	0	-4	-9	-13
10	CCn1nc(C(=O)Nc2ccc3nc(C)sc3c2)c2ccccc2c1=O	7	3.0	-8	-1	4	4	-29	-17	4	2	-6
11	COc1ccc(CN(C)C[C@@H]2OCCCC[C@H](C)Oc3ccc(NC(=O)Cc4ccccc4)cc3C(=O)N([C@@H](C)CO)C[C@@H]2C)cc1	4	2.9	-5	-15	-5	-4	-36	-14	1	-10	12
12	CC1=C(C(=O)Nc2cc(C(=O)N3CCC(C)CC3)ccc2C)SCCO1	-4	1.9	18	-6	5	-24	4	-11	0	-15	-1
13	CC(=O)OC(C(=O)NCCN1CCOCC1)c1c(F)cccc1F (stereo not given)	4	2.5	5	3	9	6	-2	1	-8	-3	-7
14	Cc1cc(OCC(=O)Nc2ccncc2)ccc1Br	-6	1.4	-3	22	-6	3	16	-2	7	-1	2
15	Cc1cc(C)c(C(N)=O)c(Nc2cccc3ccccc23)n1	-23	-1.5	-1	10	1	31	-24	-2	10	47	6
16	CCCN(C(=O)C1CSC2(C)CCC(=O)N12)c1c(N)n(Cc2ccccc2)c(=O)[nH]c1=O (stereo not given)	-10	-1.8	1	15	-5	-10	-18	-3	-8	10	-4
17	N#CC(c1cccc([N+](=O)[O-])c1)C(CC(=O)c1ccccc1)c1ccccc1 (stereo not given)	-6	-0.4	9	3	-5	-9	-1	-9	-3	1	-1
18	O=c1cc(/N=C/c2coc3cc(Br)ccc3c2=O)[nH]c(=S)[nH]1	-6	-1.5	6	5	9	17	15	3	-1	6	11
19	N#Cc1ccccc1OCC(=O)C1CC1	0	-0.9	-1	-12	7	7	-27	8	-2	1	2
20	O=C(NCC1CCCO1)c1cn(Cc2ccccc2)nc1-c1ccccc1 (stereo not given)	8	-1.3	8	1	2	-1	3	-4	-1	-10	0
21	CC(C)OC(=O)CC(=O)CSc1nc(-c2ccc(F)cc2)cc(-c2ccccc2)c1C#N	-2	0.2	22	-3	0	10	-2	11	9	-14	8
22	Cc1ccc2nc3n(c(=O)c2c1)-c1cc2ccccc2cc1C(=O)NC3CC(C)C (stereo not given)	-2	1.2	8	3	4	-17	-26	9	-2	8	-4
23	O=C(NCCCN1CCCC1=O)c1ccc(Cl)c(NS(=O)(=O)c2ccc(F)cc2)c1	4	1.7	-6	-8	-1	18	2	-3	4	16	6
24	O=C(CCN=C1NS(=O)(=O)c2ccccc21)Nc1ccc(Cl)cc1F	-3	0.6	-6	1	7	6	-14	-5	6	-11	1
25	CC(C)[C@@H]1Cc2[nH]c(=S)[nH]c(=O)c2[C@H](CCc2ccccc2)O1	0	·	·	4	·	·	4	-23	·	-3	·
26	COc1ccc(C)c(-n2c(=O)n(Cc3ccccc3)c(=O)c3[nH]cnc32)c1	1	-5.4	8	16	·	14	-12	-2	·	0	-10
27	Cc1c(Cl)cccc1NC(=S)NCc1ccc2c(c1)OCO2	4	-0.6	4	2	-4	28	4	-10	2	0	1
28	O=C(COC(=O)/C=C/c1cccc(F)c1)NNC(=O)c1ccccc1	2	-2.2	6	4	-10	-1	-23	-6	8	8	9
29	COCCN(CCOC)C(=O)c1sc2nc(-c3ccccc3)cn2c1C	-3	1.0	1	-13	-3	-7	-14	-1	2	-3	-9
30	CCOC(=O)NC(=O)CSc1cc(C)c2cc(C)cc(C)c2n1	-5	-3.6	-2	7	-1	4	12	2	-9	-10	-3
31	CCOc1ccc(N/C(C)=C/C(=O)c2ccc(C)o2)cc1	4	-1.3	10	-17	-12	-15	-24	-1	-14	8	-15
32	CC(=O)c1c(C)[nH]c(C(=O)COC(=O)CCCOc2ccccc2)c1C	6	1.1	2	3	-10	6	0	-2	-3	4	7
33	COc1ccc(CCNCC(O)COc2cccc(Br)c2)cc1 (stereo not given)	0	6.7	13	8	-15	5	-9	3	-3	5	8
34	O=S(=O)(c1ccccc1)c1nc(-c2ccco2)oc1N1CCCCCC1	-7	0.2	8	12	-11	-6	-3	-1	7	16	3
35	Cc1nc2ncnn2c(C)c1CCC(=O)N1CCN(Cc2ccccc2)CC1	3	0.4	4	-6	0	11	5	-7	-3	7	-7
36	CCN(Cc1nc(-c2ccc(Cl)cc2)no1)CC1CCCO1 (stereo not given)	-4	-1.3	2	14	-13	-7	-40	-4	-3	11	-18
37	Cc1ccc2c(c1)c1c(n2CCc2ccc(C)nc2)CCN(C)C1	9	-2.0	1	4	-5	-5	5	-1	1	-1	-1
38	CC(C)NC(=S)Nc1c(N)[nH]c(=O)[nH]c1=O	-7	-1.8	4	-5	1	9	-7	-3	0	13	-40
39	CCOC(=O)c1cnc(SCC(=O)OCC(=O)N(CC)C2CCS(=O)(=O)C2)nc1N (stereo not given)	-14	-3.8	8	3	-5	10	-4	0	-4	-21	-41
40	NC(=O)C1=C(c2ccccc2)c2ccccc2C1=O	74*	-0.8	-11	-7	-9	-10	-9	7	1	-27	-15
41	Cc1c(NS(=O)(=O)c2cc(C(=O)OCC(=O)N3CCC(C)CC3)ccc2Cl)c(=O)n(-c2ccccc2)n1C	3	-1.7	4	2	3	0	4	3	-3	-2	-7
42	Cc1cc(C)n(-c2ccccc2[N+](=O)[O-])n1	6	0.5	1	19	2	11	-14	-8	5	7	9
43	O=[N+]([O-])c1cccnc1N/N=C/c1ccccc1O	-4	-2.8	-8	-13	-4	-18	-30	-9	12	-44	-13
44	Cc1ccccc1CN1CCNC(=O)C1CC(=O)N(C)CCC1CCOCC1 (stereo not given)	-4	-2.2	3	8	2	-19	5	10	-7	11	-33
45	O=C(Nc1ccccc1)c1cc2ccc3ccccc3c2s1	0	0.3	15	-47	-9	-65	-20	1	-32	-150	-97
46	C=CCn1c(=O)c2c(nc(Br)n2Cc2ccccc2Cl)n(C)c1=O	-2	-1.6	5	-4	-13	16	18	3	9	13	24
47	CCOCCCNC(=O)C(c1ccc(Cl)cc1)N(Cc1cccs1)C(=O)c1ccccn1 (stereo not given)	4	-1.9	-1	15	3	9	2	-4	-8	14	6
48	CCc1c(C(=O)NCc2ccccc2Cl)[nH]c(C)c1C(C)=O	-7	-2.9	5	-3	2	9	16	3	19	-14	11
49	COC(=O)c1ccc(OC)c(CN2CCCN(Cc3cc(C)ccc3C)S2(=O)=O)c1	-3	-2.8	4	1	1	7	-15	-4	4	-4	6
50	O=C(CSc1ncn(-c2ccccc2)n1)NCc1ccccc1	-5	1.0	2	-16	0	6	-17	-1	0	10	-7
51	COC(=O)c1ccc(CSc2nc3c(c(=O)n2-c2ccc(C)cc2)SCC3)o1	2	0.5	0	-4	1	8	-21	2	70*	7	-10
52	O=C(c1cccc(S(=O)(=O)N2CCCCC2)c1)N1CCCCC1	3	-1.6	-2	-15	-7	-6	-11	-1	3	6	-6
53	O=c1cc[nH]c2c1ccc1c(=O)cc[nH]c12	11	-0.8	2	7	7	-5	9	1	-10	-12	6
54	CCOC(=O)c1sc(S(C)(=O)=O)c2c1CC(C)(C)C/C2=N/O	-8	1.5	2	-2	·	12	2	-7	·	-11	-3
55	COc1cccc2cc(C(=O)N(C)C)c(=O)oc12	8	-0.4	-4	15	2	1	-43	-19	9	-2	1
56	Cc1ccc(S(=O)(=O)NC(C)C(=O)OCC(=O)Nc2sccc2C(N)=O)cc1 (stereo not given)	3	-0.3	-2	-11	-5	-1	-63	-18	-3	7	2
57	Cc1cc(OCC(=O)Nc2cc(-c3nn4c(C)nnc4s3)ccc2C)ccc1Cl	1	0.0	12	-7	3	3	2	-15	-3	1	4
58	CC(C)(C)c1ccc(C(O)c2ncc(-c3ccccc3F)[nH]2)cc1 (stereo not given)	-11	8.2*	0	-2	·	-4	2	1	·	4	-5
59	Cc1ccc(N2CC(C(N)=O)CC2=O)cc1C (stereo not given)	1	0.4	7	7	-5	-2	14	4	-10	2	-2
60	COC(=O)[C@H]1C[C@@]2(O)CN(S(=O)(=O)c3ccc(C)cc3)C[C@@]2(OC(=O)NCC2CCCCC2)C[C@H]1C(=O)OC	-2	0.9	-4	-5	-6	-1	-14	15	-11	8	-3

Further records
nr	molecule	ABHD5 PLIN5 PPI	MC4R barr agon	MC4R antagonist	COUP-TFII inh	TLR9-MyD88 block	SRC3 inh	SRC2 inh	NOD2 RIPK2 PPI	LMP1 NFkB inh	LRH-1 inv ag	NCOA1 inh
61	O=C(Nc1nnc(-c2ccco2)o1)c1ccc(Cl)s1	10	-2.2	6	-4	-3	-25	-8	6	3	-9	-38
62	CCN(CC)C(=O)CSc1nc(-c2ccccc2)cc(=O)[nH]1	-1	-0.2	24	-4	6	18	6	-9	-3	-11	7
63	COc1ccccc1CNS(=O)(=O)c1ccc2c(c1)CC(C)N2C(=O)C1CC1 (stereo not given)	-5	-3.9	3	19	-1	-15	-1	-7	6	-32	-3
64	O=C1Nc2ccccc2C1Cc1ccc(OC(F)(F)F)cc1 (stereo not given)	-5	1.4	5	10	-3	-5	7	-2	-2	17	-1
65	CC(=O)Nc1ccc2oc(-c3ccccc3Br)nc2c1	-1	1.3	5	-43	3	-52	-75	0	5	-174	-86
